Screening results from PubChem BioAssay.
PfHsp40 yeast = restores yeast growth despite PfHsp40 toxicity | S. cerevisiae expressing PfHsp40, growth rescue, ATP luminescence | AID 504582 | hit rate 0.68% among 340,000 | growth rescue, % at 12.5 µM; in the data active = growth rescue above about 28%, passing the limit was not always enough; inconclusive = no clear call, values can overlap the other calls;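 note: yeast W303a lacking pdr1 and pdr3 grown in galactose medium; growth measured after three days at 30 °C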
Anthrax LF prot = anthrax lethal factor protease inhibition. inhibition, % at 10 µM. multiplex microsphere protease cleavage assay, LF. P15917. AID 588501. hit rate 0.12% among 360,000; note: plate controls were buffer without enzyme for full effect and enzyme alone for no effect
BoNT-A LC inh2 = inhibitors of Botulinum neurotoxin A light chain protease. multiplex microsphere protease substrate cleavage, flow cytometry. inhibition, % at 10 µM. hit rate 0.17% among 360,000. AID 588499; note: plate controls were buffer without enzyme for full effect and enzyme alone for no effect
Mtb BioA inh = blocks M. tuberculosis BioA enzyme activity | AID 602481 | inhibition, % at 9.99 µM | hit rate 0.096% among 360,000 | purified M. tuberculosis BioA enzyme, plate reader; in the data active = inhibition above about 40%; inconclusive = no clear call, values can overlap the other calls
Mtb UGM inh = blocks M. tuberculosis UGM enzyme; hit rate 0.06% among 320,000; inhibition, % at 10 µM; P9WIQ1; purified UGM, fluorescence polarization probe displacement; in the data active = inhibition above about 10%, passing the limit was not always enough; inconclusive = no clear call, values can overlap the other calls
Target sequence (P9WIQ1 whole entry, looked up): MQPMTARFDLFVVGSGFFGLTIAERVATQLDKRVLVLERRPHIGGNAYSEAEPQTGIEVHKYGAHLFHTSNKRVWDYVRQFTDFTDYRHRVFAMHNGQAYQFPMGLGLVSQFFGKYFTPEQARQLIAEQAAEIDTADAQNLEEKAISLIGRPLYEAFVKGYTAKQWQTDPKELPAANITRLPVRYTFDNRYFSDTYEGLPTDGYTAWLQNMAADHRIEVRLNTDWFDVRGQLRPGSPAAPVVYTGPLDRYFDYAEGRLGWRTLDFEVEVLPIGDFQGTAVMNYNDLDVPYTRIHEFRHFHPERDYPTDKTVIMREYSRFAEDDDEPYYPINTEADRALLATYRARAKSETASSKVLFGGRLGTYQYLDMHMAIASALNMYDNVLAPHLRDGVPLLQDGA
FadD28 FP inh = blocks FadD28 binding to the bisubstrate probe; fluorescence polarization; inhibition, % at 12.5 µM; hit rate 0.22% among 360,000; in the data active = inhibition above about 8.5%, passing the limit was not always enough; inconclusive = no clear call, values can overlap the other calls
GDH-TPI counter = GDH-TPI coupled enzyme inhibition counter-screen; inhibition, % at 4.8 µM; GDH-TPI coupled enzyme counterscreen, NADH absorbance; hit rate 1.2% among 360,000; in the data active = inhibition above about 30%;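 note: 0% = DMSO wells and 100% = wells lacking the enzyme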
Mtb FBA inh = inhibitors of M. tuberculosis fructose-bisphosphate aldolase | P9WQA3 | purified M. tuberculosis FBA, fluorescence read-out | inhibition, % at 1 µM | hit rate 2.3% among 360,000 | AID 588726; in the data active = inhibition above about 27%;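 note: 0% = vehicle and 100% = reference inhibitor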
Target sequence (P9WQA3 whole entry, looked up): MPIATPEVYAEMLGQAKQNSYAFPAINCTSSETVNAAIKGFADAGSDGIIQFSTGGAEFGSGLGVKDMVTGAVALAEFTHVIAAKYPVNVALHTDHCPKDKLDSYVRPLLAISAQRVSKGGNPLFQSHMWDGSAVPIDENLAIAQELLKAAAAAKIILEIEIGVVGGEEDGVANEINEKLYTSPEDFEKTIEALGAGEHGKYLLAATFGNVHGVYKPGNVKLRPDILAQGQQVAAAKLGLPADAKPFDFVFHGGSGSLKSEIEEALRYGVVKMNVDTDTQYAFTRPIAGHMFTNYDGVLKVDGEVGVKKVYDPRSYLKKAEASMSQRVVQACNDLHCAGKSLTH
BoNT F protease = blocks Botulinum neurotoxin F light chain protease; Multiplex microsphere protease cleavage assay, flow cytometry; inhibition, % at 10 µM; hit rate 0.22% among 360,000; in the data active = inhibition above about 35%, passing the limit was not always enough; inconclusive = no clear call, values can overlap the other calls; note: plate controls were buffer without enzyme for full effect and enzyme alone for no effect
Starred values were filed as active, the others as inactive; ? = inconclusive; nt = no result given. Cut-off read from the data, not from the text of the source, unless noted: active = inhibition above about 30%; inconclusive = no clear call, values can overlap the other calls; inactive = below that.

canonical_smiles	PfHsp40 yeast	Anthrax LF prot	BoNT-A LC inh2	Mtb BioA inh	Mtb UGM inh	FadD28 FP inh	GDH-TPI counter	Mtb FBA inh	BoNT F protease
COC(=O)c1ccc(COc2ccccc2/C=C/C(=O)c2ccc(OCC(=O)O)cc2)cc1	-0.1	-4.8	-1.3	1.5	4.5	-1.1	15.3	3.2	4.3
Cc1ccc(-n2c(-c3cc(C)n(C)n3)n[nH]c2=S)cc1	1.9	5.2	1.4	-0.5	-0.2	-2.3	-0.9	-0.6	?
C=C(c1ccccc1Cl)[n+]1ccccc1	-1.6	-4.2	2.6	-2.2	-1.2	0.1	8.1	1.2	25.9
COC(=O)c1ccccc1NC(=S)NC(=O)CC(C)C	0.6	-1.0	2.3	-0.6	1.4	-1.3	1.9	2.5	1.3
CSc1nccc(-c2nn(-c3ccc(C)cc3)ccc2=O)n1	1.2	-3.8	-0.5	1.0	0.4	-3.4	10.8	-6.6	-2.8
CCOC(=O)Cc1cc(=O)[nH]c(/N=C(/NC(=O)c2ccccc2)Nc2ccccc2C(F)(F)F)n1	0.8	-1.7	-0.2	-2.4	-4.8	-1.0	8.9	6.0	7.9
O=C(N/N=C/c1cc2c(cc1Br)OCO2)C1COc2ccccc2O1 (stereo unspecified)	1.6	-4.9	0.1	nt	-5.2	-2.7	14.8	-0.9	-3.4
Cn1cc(S(=O)(=O)N2CCOCC2)cc1C(=O)O	-2.2	-7.3	1.1	-1.0	-0.7	-1.0	3.9	1.9	14.4
CCCC(C)NC(=O)COC(=O)c1ccccc1SCC(=O)NC(C)CCC (stereo unspecified)	-0.2	0.0	-0.2	nt	4.3	-0.7	-2.5	2.9	-2.6
O=C(CNC(=O)c1ccc(Cl)c([N+](=O)[O-])c1)OC1CCCCC1=O (stereo unspecified)	0.0	-1.7	-3.1	-2.0	-1.3	-1.8	3.8	6.0	?

(listing goes on)
canonical_smiles	PfHsp40 yeast	Anthrax LF prot	BoNT-A LC inh2	Mtb BioA inh	Mtb UGM inh	FadD28 FP inh	GDH-TPI counter	Mtb FBA inh	BoNT F protease
CCc1n[nH]c2c1C(=O)CC(C)(C)C2	1.3	-0.9	-0.2	-2.1	4.6	2.2	6.0	1.1	3.4
C=CCOC(=O)CCC(=O)Nc1cccc2ccccc12	0.4	0.2	-1.4	-1.5	2.3	-0.7	0.0	-3.0	-12.5
CN(N)C(=S)Nc1ccc(F)cc1	-1.8	-5.5	-0.7	0.9	-1.7	-3.8	-1.8	0.9	1.3
COCCNC(=S)N(CCCO)Cc1cc2cc3c(cc2[nH]c1=O)OCO3	nt	3.6	-0.2	-2.3	nt	0.1	4.4	-0.8	-2.4
CSc1nnc(-c2ccc([N+](=O)[O-])cc2)o1	-0.5	-1.3	-0.9	0.4	0.8	-1.6	3.7	2.8	0.6
CCN1CCN(c2cc(C)c3cc(NC(=S)N(CC)CC)ccc3n2)CC1	0.1	-5.5	-0.2	nt	2.2	-0.2	1.3	15.9	-1.5
Cc1oc2cc(O)ccc2c(=O)c1-c1ccccc1	0.6	-0.3	-0.3	nt	-1.0	-1.2	24.1	71.1*	-1.5
Cc1nc2c(=O)n(C)c(=O)n(C)c2nc1Cl	3.1	-2.8	-0.4	nt	-1.6	-3.1	6.1	39.0*	-4.8
CCc1ccccc1NC(=O)CN(C1CCCCC1)S(C)(=O)=O	-0.3	7.4	-0.5	2.5	-1.3	-5.3	10.7	-0.5	12.7
COc1ccc(C(=O)NCCSCc2cccc(Cl)c2)cc1OC	3.2	-9.4	-2.9	2.4	-1.7	-4.3	12.4	1.2	-16.4

Further compounds:
canonical_smiles	PfHsp40 yeast	Anthrax LF prot	BoNT-A LC inh2	Mtb BioA inh	Mtb UGM inh	FadD28 FP inh	GDH-TPI counter	Mtb FBA inh	BoNT F protease
O=C(CSc1ccc(F)cc1)Nc1ccc(C2SCCS2)cc1	2.1	-5.1	-2.0	-2.3	-2.4	-1.4	4.7	4.8	?
Cc1ccccc1CNC(=O)c1cc2ccccc2o1	1.9	19.3	-2.6	1.8	-0.1	-4.4	-4.6	-1.4	?
COc1ccc(C2CCCN2C(=S)Nc2cccc(Cl)c2)cc1OC (stereo unspecified)	0.0	-3.3	0.6	1.8	0.6	-2.6	1.4	5.9	8.0
Cc1cc(C)c(S(=O)(=O)c2ccccc2C(=O)O)c(C)c1	-2.3	-15.4	-1.5	-1.0	-0.3	-0.3	-1.4	3.9	-21.8
OCCNc1nc(Nc2cccc(O)c2)nc2ccccc12	0.8	0.2	0.6	nt	-2.2	-4.5	11.9	0.8	-18.7
COc1ccccc1C(=O)NC(=O)COC(=O)CCOc1ccc(C)cc1	0.8	-0.6	-1.1	nt	1.7	-3.6	-2.8	2.0	-5.5
COc1ccc(-c2nn(C)c(=O)c3ccccc23)cc1NC(=O)COc1ccc(C)cc1	0.2	-8.0	3.6	0.3	4.2	0.0	5.8	-0.3	4.7
COC(=O)C1=C(C)N=C2SCCC(=O)N2C1c1ccc(C(=O)OC)cc1 (stereo unspecified)	1.5	-1.4	-3.4	0.1	4.6	-2.9	-2.1	-2.0	-7.3
O=C(NCCc1cn2cccnc2n1)C1CCC(=O)N(Cc2ccccc2F)C1 (stereo unspecified)	nt	3.9	-0.2	-0.2	nt	-4.4	6.2	94.5*	-2.6
O=C(O)c1cc(N/N=C/c2ccc3c(c2)OCO3)ccc1Cl	-0.6	-0.3	1.0	nt	0.5	1.5	22.6	5.2	-2.8

Further results follow.
canonical_smiles	PfHsp40 yeast	Anthrax LF prot	BoNT-A LC inh2	Mtb BioA inh	Mtb UGM inh	FadD28 FP inh	GDH-TPI counter	Mtb FBA inh	BoNT F protease
CC(C)CCNC(=O)NC(=O)CN1C(=O)NC2(CCCCC2)C1=O	-0.5	-2.9	0.1	0.0	-2.6	-5.8	-0.9	-0.7	-3.3
O=C1CN(C(=O)COC(=O)c2cc(Cl)ccc2[N+](=O)[O-])c2ccccc2N1	nt	8.0	-0.2	5.0	nt	-2.6	12.4	1.8	-2.4
COc1cc(NC(=O)c2[nH]cnc2C(N)=O)cc(C(=O)Nc2cccc(C(F)(F)F)c2)c1	-0.5	4.0	0.6	-0.6	0.3	-10.9	16.7	-0.1	0.8
CC(C)Cn1cnc2c(=O)oc3ccccc3c21	-2.5	-0.2	0.3	4.1	-0.8	-4.0	-12.4	4.1	-0.1
COc1ccccc1C(=O)Nc1ccnn1C1CCN(Cc2cnc(N(C)C)s2)CC1	0.2	-4.1	-1.1	2.8	-1.7	-3.5	-4.2	0.7	4.8
CCCC/C=C/C(NC(=O)CCc1ccccc1)c1ccccc1 (stereo unspecified)	4.6	-10.0	0.7	1.1	0.3	-1.7	12.6	3.6	-9.4
O=C1C(=O)N(CCO)C(c2cccc(F)c2)/C1=C(\O)c1ccc(Cl)cc1 (stereo unspecified)	2.2	0.5	-0.5	nt	-0.2	0.0	19.0	0.8	-2.5
COCCn1c(N)c(N(Cc2ccccc2)C(=O)c2ccc(C#N)cc2)c(=O)[nH]c1=O	-0.7	-6.0	-0.7	-0.9	2.1	-3.6	2.4	3.3	0.3
CCOc1ccc(CC(=O)NNC(=S)NCCc2ccccc2)cc1	-1.8	-2.2	-2.1	nt	-0.3	-0.1	0.0	16.0	-5.9
CCn1c(CC(=O)Nc2cccc(OC)c2)nnc1SCC(=O)Nc1nccs1	-0.1	2.3	?	nt	-0.2	0.5	9.3	1.2	-3.4

Single records, from the list above. Order of screens: PfHsp40 yeast | Anthrax LF prot | BoNT-A LC inh2 | Mtb BioA inh | Mtb UGM inh | FadD28 FP inh | GDH-TPI counter | Mtb FBA inh | BoNT F protease
O=C1CN(C(=O)COC(=O)c2cc(Cl)ccc2[N+](=O)[O-])c2ccccc2N1 in the list: nt | 8.0 | -0.2 | 5.0 | nt | -2.6 | 12.4 | 1.8 | -2.4
CC(C)CCNC(=O)NC(=O)CN1C(=O)NC2(CCCCC2)C1=O in the list: -0.5 | -2.9 | 0.1 | 0.0 | -2.6 | -5.8 | -0.9 | -0.7 | -3.3
CCCC/C=C/C(NC(=O)CCc1ccccc1)c1ccccc1 (stereo unspecified) in the list: 4.6 | -10.0 | 0.7 | 1.1 | 0.3 | -1.7 | 12.6 | 3.6 | -9.4
COc1cc(NC(=O)c2[nH]cnc2C(N)=O)cc(C(=O)Nc2cccc(C(F)(F)F)c2)c1 in the list: -0.5 | 4.0 | 0.6 | -0.6 | 0.3 | -10.9 | 16.7 | -0.1 | 0.8
CC(C)Cn1cnc2c(=O)oc3ccccc3c21 in the list: -2.5 | -0.2 | 0.3 | 4.1 | -0.8 | -4.0 | -12.4 | 4.1 | -0.1

Grouped by structure: the entries above containing a nitro group on carbon (3)
canonical_smiles	PfHsp40 yeast	Anthrax LF prot	BoNT-A LC inh2	Mtb BioA inh	Mtb UGM inh	FadD28 FP inh	GDH-TPI counter	Mtb FBA inh	BoNT F protease
O=C(CNC(=O)c1ccc(Cl)c([N+](=O)[O-])c1)OC1CCCCC1=O (stereo unspecified)	0.0	-1.7	-3.1	-2.0	-1.3	-1.8	3.8	6.0	?
CSc1nnc(-c2ccc([N+](=O)[O-])cc2)o1	-0.5	-1.3	-0.9	0.4	0.8	-1.6	3.7	2.8	0.6
O=C1CN(C(=O)COC(=O)c2cc(Cl)ccc2[N+](=O)[O-])c2ccccc2N1	nt	8.0	-0.2	5.0	nt	-2.6	12.4	1.8	-2.4

Going on with the list.
canonical_smiles	PfHsp40 yeast	Anthrax LF prot	BoNT-A LC inh2	Mtb BioA inh	Mtb UGM inh	FadD28 FP inh	GDH-TPI counter	Mtb FBA inh	BoNT F protease
O=C(O)CCN1C(=O)C2CCCCC2C1=O (stereo unspecified)	0.1	-4.1	-1.0	-0.9	1.8	-2.3	7.3	46.2*	4.3
COc1ccc(C2CC(c3ccc(Cl)cc3)Nc3nc(NC(=O)c4ccco4)nn32)cc1 (stereo unspecified)	0.5	-1.7	-0.4	0.2	nt	-4.4	-6.8	0.5	-8.4
CN(C(=S)NC(=O)CCCOc1ccc(Cl)cc1Cl)c1ccccc1	19.0	-3.9	-1.7	nt	0.0	-0.2	-2.5	1.0	-2.9
Cc1sc(NC(=O)C2C3C=CC(C3)C2C(=O)O)c(C(N)=O)c1-c1ccc(C(C)C)cc1 (stereo unspecified)	?	1.0	0.9	nt	0.0	-1.0	6.2	1.2	5.1
COC1=C(c2ccccc2)C(=O)c2ccccc2C1=O	223.9*	0.2	0.5	nt	1.7	0.1	0.0	-2.7	3.9
Cc1ccc(C(C)(C)C)cc1S(=O)(=O)Nc1cccc(S(=O)(=O)NC2=NCCC2)c1	0.5	-2.2	-0.1	1.3	1.0	-3.2	9.6	-1.9	-2.0
CCCCNC(=O)CSc1nc2ccc(NC(=O)CSc3nnc(COc4ccccc4C)n3C)cc2s1	-0.5	-2.2	-0.5	4.1	0.4	-0.3	0.3	2.9	0.7
Cc1ccc(C(C(=O)NC(C)(C)C)N(C(=O)c2csnn2)C2CC2)cc1 (stereo unspecified)	0.1	-5.9	-0.2	1.6	1.3	-1.2	-0.9	-0.9	-0.3

2 entries picked at random from the list so far, as already listed:
canonical_smiles	PfHsp40 yeast	Anthrax LF prot	BoNT-A LC inh2	Mtb BioA inh	Mtb UGM inh	FadD28 FP inh	GDH-TPI counter	Mtb FBA inh	BoNT F protease
COc1ccc(C2CC(c3ccc(Cl)cc3)Nc3nc(NC(=O)c4ccco4)nn32)cc1 (stereo unspecified)	0.5	-1.7	-0.4	0.2	nt	-4.4	-6.8	0.5	-8.4
CN(C(=S)NC(=O)CCCOc1ccc(Cl)cc1Cl)c1ccccc1	19.0	-3.9	-1.7	nt	0.0	-0.2	-2.5	1.0	-2.9
